STK33 inh: blocks human STK33 kinase activity; purified STK33, MBP phosphorylation, ADP-Glo luminescence; Q9BYT3; hit rate 0.073% among 320,000; inhibition, % at 10 µM; AID 2661;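 active = inhibition at or above 25%, using the most active replicate where run in duplicate; inactive = inhibition below 25%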
Target sequence (Q9BYT3 whole entry, looked up): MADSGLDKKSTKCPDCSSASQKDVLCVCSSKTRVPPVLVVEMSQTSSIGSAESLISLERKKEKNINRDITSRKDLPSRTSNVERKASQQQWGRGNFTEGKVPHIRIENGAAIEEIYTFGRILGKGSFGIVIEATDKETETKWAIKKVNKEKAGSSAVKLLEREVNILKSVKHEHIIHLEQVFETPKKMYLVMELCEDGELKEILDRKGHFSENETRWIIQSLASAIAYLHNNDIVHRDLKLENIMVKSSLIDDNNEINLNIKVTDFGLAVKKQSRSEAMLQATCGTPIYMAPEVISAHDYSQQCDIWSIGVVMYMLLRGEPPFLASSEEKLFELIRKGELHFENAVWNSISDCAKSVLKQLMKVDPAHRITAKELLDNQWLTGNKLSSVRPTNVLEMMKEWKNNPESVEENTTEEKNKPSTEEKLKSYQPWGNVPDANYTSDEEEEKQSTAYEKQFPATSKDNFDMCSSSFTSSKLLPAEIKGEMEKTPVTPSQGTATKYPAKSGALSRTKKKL
OX1R FRET antag: antagonists of human orexin 1 receptor (OX1R); O43613; OX1R-expressing cells, FRET antagonist read-out; inhibition, % at 6.6 µM; hit rate 1.8% among 330,000; AID 485270; in the data active = inhibition mostly above about 38%, no sharp cut-off; inactive = mostly below about 40%;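 also: 0% = agonist challenge alone and 100% = reference antagonist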
Target sequence (O43613 whole entry, looked up): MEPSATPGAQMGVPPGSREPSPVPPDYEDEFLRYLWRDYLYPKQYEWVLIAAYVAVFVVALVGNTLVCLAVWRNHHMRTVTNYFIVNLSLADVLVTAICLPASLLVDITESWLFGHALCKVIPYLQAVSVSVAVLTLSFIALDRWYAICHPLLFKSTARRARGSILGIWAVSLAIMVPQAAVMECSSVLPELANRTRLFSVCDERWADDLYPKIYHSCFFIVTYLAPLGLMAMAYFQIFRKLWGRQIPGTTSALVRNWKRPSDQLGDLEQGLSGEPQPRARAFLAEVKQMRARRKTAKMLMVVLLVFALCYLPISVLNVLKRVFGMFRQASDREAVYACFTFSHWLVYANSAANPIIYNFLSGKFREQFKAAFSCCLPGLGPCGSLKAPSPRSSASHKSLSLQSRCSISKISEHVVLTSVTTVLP
* hit, by the source's call; / = no result given; & = joins results of further samples.

SMILES	STK33 inh	OX1R FRET antag
CC(C)COC(=O)N1C[C@H](O)C[C@H]1C(=O)Nc1ccc(Cl)cc1	-1.4	2
Cc1ccc(S(=O)(=O)N(C)CC(=O)N2CCCCCCC2)cc1	-1.5	12
CC(C)OCCCNC(=O)Cc1ccc(Br)cc1	-0.5	13
CC(C)C1N=C2c3ccccc3N=C(SCC(=O)NCCc3ccc(S(N)(=O)=O)cc3)N2C1=O (stereo not drawn)	0.0	22
COc1ccc(CC(=O)N2CCOCC2)cc1OC	-0.9	13
Cc1[nH][nH]c(=O)c1C=NCc1cccnc1	-1.1	9
CCc1cccc(C)c1NC(=O)CN1C(=O)NC(CCc2ccccc2)C1=O (stereo not drawn)	-2.4	8
CCOC(=O)C1Cn2c(nc3c(c2=O)C2(CCCC2)Cc2ccccc2-3)S1 (stereo not drawn)	-2.7	12
Cn1c(SCC(=O)Nc2ccc(C(N)=O)cc2)nc2c(c1=O)SCC2	-1.7	6
CN1/C(=C\C(=O)CSc2nnc(NCc3ccccc3)s2)C(C)(C)c2ccccc21	-2.0	12
COc1ccc(C(C)=O)cc1COc1cc(C)c(Cl)c(C)c1	-0.4	11
CCN(CC(=O)Nc1c(C(=O)OC)[nH]c2ccccc12)c1ccc2c(c1)OCO2	/	18
O=C(COC(=O)c1cccc(O)c1)c1ccccc1	1.0	18
COc1cc(/C=C/c2nc3ccccc3c(=O)[nH]2)cc(OC)c1OC	-1.5	7
CCc1ccc(-n2c(=O)c3ccccc3n3c(=S)[nH]nc23)cc1	-4.2	-11
O=C(COc1ncnc2cc([N+](=O)[O-])ccc12)N(CCc1ccccc1)Cc1ccccc1	-2.2	12
Cc1cc(N2CCN(C)CC2)n2nc(-c3ccc(Cl)cc3)nc2n1	-0.2	11
COc1ccc(OC)c(NC(=O)COC(=O)/C=C/c2ccco2)c1	-0.1	6
CCN(CC)C(=O)CSc1nnc2nnc3cc(C)ccc3n12	-1.5	91*
COc1ccc(C(O)(C2CCCCC2)C(CN2CCCC2)c2ccccc2)cc1 (stereo not drawn)	0.0	1
COc1ccc(N2C(=O)CC(Sc3nnc(-c4ccccc4F)n3C)C2=O)cc1 (stereo not drawn)	-1.7	11
C=CCn1c(COc2ccc(OC)cc2)nc2ccccc21	-1.6	7
N#CCN(C(=O)COC(=O)C1CC2CCCC(C1)C2=O)c1ccccc1 (stereo not drawn)	-0.2	5
CNS(=O)(=O)c1cccc(C(=O)OCc2cc(Cl)cc3c2OCOC3)c1	-2.6	37
Fc1ccc(-c2csc(N3CCOCC3)n2)cc1	2.1	4

2 consecutive compounds already listed, for reference:
SMILES	STK33 inh	OX1R FRET antag
CC(C)COC(=O)N1C[C@H](O)C[C@H]1C(=O)Nc1ccc(Cl)cc1	-1.4	2
Cc1ccc(S(=O)(=O)N(C)CC(=O)N2CCCCCCC2)cc1	-1.5	12

Remaining list, next part
SMILES	STK33 inh	OX1R FRET antag
COc1ccc(S(=O)(=O)N2CCC(C(=O)NCCC(=O)Nc3cccc(OC)c3)CC2)cc1	-1.0	7
Nc1ccccc1-c1ccccc1N	-1.8	2
CC(C)N(Cc1ccccc1)C(=O)CN1C(=O)COc2ccc(S(=O)(=O)N3CCCCCC3)cc21	-1.9	33
CCCCCCn1cc(C(=O)OCC)c(=O)c2cc(F)c(F)cc21	-0.7	25
O=C1CC(c2ccco2)CC(O)=C1C=NCC1CCNCC1 (stereo not drawn)	-0.6	10
O=C(Nc1ccc2c(c1)OCCO2)C1CC1c1ccccc1 (stereo not drawn)	0.6	17
COc1ccccc1C1=NOC(Cn2c(NCCOCCO)nc3c2c(=O)n(C)c(=O)n3C)C1 (stereo not drawn)	-3.7	12
Cc1cc2cccc(C)c2nc1SCC(=O)NCC1CCCO1 (stereo not drawn)	-0.3	34
Cc1ccc(/C=C/c2ccc(=O)n(Cc3ccc(F)cc3)n2)cc1	-2.2	10
CCn1c(SCC(=O)NCc2ccco2)nnc1-c1ccc(N)cc1	-1.8	-3
CC[C@@H](NS(=O)(=O)c1ccc(C)cc1)C(=O)Oc1ccc2c3c(c(=O)oc2c1)CCC3	/	16
CCN(CC)C(=O)CC(c1ccc2c(c1)OCO2)c1c(O)cc(OC)cc1OC (stereo not drawn)	-1.5	15
CCN1CCN(c2cc(C)c3cc(NC(=O)c4cccs4)ccc3n2)CC1	3.3	23
CN(C)CCNC(=O)c1c(CSc2ccc(Cl)cc2)noc1C(=O)NCc1ccccc1	-0.7	21
O=C(OCc1ccc(Cl)c(Cl)c1)c1cccnc1Cl	-0.7	10
O=C(COC(=O)c1ccc2c(c1)OCO2)Nc1ccccc1	-2.4	19
CN(C)c1ccnc2c[cH-]cc12.[Fe].c1ccc(-[c-]2[c-](-c3ccccc3)[c-](-c3ccccc3)[c-](-c3ccccc3)[c-]2-c2ccccc2)cc1 (stereo not drawn)	0.7&-1.9	-5&7
Cc1cc(=O)oc(C)c1C(=O)Nc1ccccc1F	-1.5	7
CC(C)(C)OC(=O)NCCCC[C@H](NC(=O)c1[nH]cnc1C(=O)Nc1ccc(Cl)cc1)C(=O)OC(C)(C)C	-0.9	-5
CCCn1c(C)cc(/C=C(\C#N)C(=O)OCC(=O)NC(=O)NC(C)(C)C)c1C	1.7	37
CC(C)[C@H](NS(=O)(=O)/C=C/c1ccccc1)C(=O)OCC(=O)NC(N)=O	-0.4	17
Cc1cc(C(=O)NNC(=O)CCCCC(=O)NNC(=O)c2cc(C)[nH]n2)n[nH]1	-0.3	23
O=C(N/N=C/c1ccncc1)c1ccccc1OCc1ccc(Br)cc1	-1.5	18
COc1cc(OC)c2c(-c3ccccc3)cc(=O)oc2c1C(CCN1CCCC(C)C1)c1ccc2c(c1)OCO2 (stereo not drawn)	-2.2	17
COc1ccc(F)cc1S(=O)(=O)Nc1ccc2c(c1)OCCO2	0.0	12

Overlap with the part before: four compounds; new compounds follow.
SMILES	STK33 inh	OX1R FRET antag
Cc1cc(C(=O)NNC(=O)CCCCC(=O)NNC(=O)c2cc(C)[nH]n2)n[nH]1	-0.3	23
O=C(N/N=C/c1ccncc1)c1ccccc1OCc1ccc(Br)cc1	-1.5	18
COc1cc(OC)c2c(-c3ccccc3)cc(=O)oc2c1C(CCN1CCCC(C)C1)c1ccc2c(c1)OCO2 (stereo not drawn)	-2.2	17
COc1ccc(F)cc1S(=O)(=O)Nc1ccc2c(c1)OCCO2	0.0	12
Nc1ccc(S(=O)(=O)Nc2nccc(/C=C/c3ccc(Cl)cc3Cl)n2)cc1	-0.4	2
O=C(O)c1sccc1SCc1ccc(Cl)cc1Cl	-1.2	33
Cc1ccc(OCCNC(=O)c2ccccc2F)cc1	-1.2	-1
Cc1ccc(OCc2nnc(-c3ccc(Cl)cc3)o2)cc1	-0.2	16
O=C(CCc1cccc(Cl)c1)N1CCCC(Nc2ccccc2)C1 (stereo not drawn)	1.1	8
O=S(=O)(NCc1ccccn1)c1ccc(Cl)c(C(F)(F)F)c1	-1.3	7
COC(CN(C)C(=O)c1ccc(CS(=O)(=O)c2ccccc2C)o1)OC	-2.5	2
Cn1c(=O)oc2cc(S(=O)(=O)N3CCC(C(=O)N4CCc5ccccc5C4)CC3)ccc21	-0.2	12
O=C(c1ccc(-c2cccc(C(F)(F)F)c2)o1)N1CCOCC1	1.0	19
CSc1cccc(NC(=S)Nc2cc(C)ccc2C)c1	0.2	7
CN(CCNC(=O)c1ccc(CS(=O)(=O)c2c(Cl)cccc2Cl)o1)CCc1ccccc1	-0.1	8
Cc1ccc(NC(=O)C(C)OC(=O)c2ccc(NC(=O)CC#N)cc2)cc1S(=O)(=O)N1CCOCC1 (stereo not drawn)	/	13
Cc1nc2c(C)c(C)c(C)c(C)c2nc1C	-0.5	8
CCc1c(C(=O)NCCc2cccc(C)c2)[nH]c(C)c1C(C)=O	1.0	10
COc1cccc(/C=C/C(=O)OCC(=O)NCc2ccco2)c1	0.5	6
COc1ccc(OC)c(CNC(=O)c2coc(=O)c3ccccc23)c1	0.0	23
NC(=O)CN1CCN(c2ccccc2F)CC1	0.6	19
COc1ccc(NC(=O)c2ccc3snnc3c2)cc1	-0.8	14
COc1cnn(-c2ccccc2)c(=O)c1SCc1ccc(Cl)c(Cl)c1	-0.6	15
CCCCNC(=O)CSc1nnc(Cc2ccccc2)n1CC1CCCO1 (stereo not drawn)	0.4	20
c1nc2sc3c(c2c2nnnn12)CCCC3	2.5	15
N#C/C(=N\Nc1ccccc1F)C(=N)N1CCCCC1	-3.0	19
CCc1cccc(C)c1NC(=S)N(CCN(C)C)C(C)c1cccnc1 (stereo not drawn)	-0.3	11
CCN(CC)C(=O)c1cccc(NC(=O)C2CCN(C(=O)c3cccs3)CC2)c1	-0.4	3
COc1ccc(-c2cc(C(F)(F)F)n3nc(C(=O)N4CCN5CCCC5C4)cc3n2)cc1OC (stereo not drawn)	0.7	28
(next part)
SMILES	STK33 inh	OX1R FRET antag
CCSc1nc(O)c(CC)c(=O)n1C(C)CC (stereo not drawn)	0.0	8
COc1ccc(S(=O)(=O)N2CCOC23CCN(S(=O)(=O)c2ccc(C)cc2)CC3)cc1	-0.9	3
O=c1[nH]c(N/N=C/c2ccccc2)nc2ccccc12	5.3	20
CCOc1ccc(CN(C)C(=O)NNC(=O)c2ccc(C)cc2)cc1OC	-1.0	14
CCC(C)NC(=O)c1ccccc1NC(=O)Nc1ccccc1 (stereo not drawn)	0.4	32
O=C(NCCc1ccccc1)C(=O)NN=C1CCCC1	-1.8	21
O=C(COC(=O)c1ccc(Br)cc1)NCc1ccccc1	-1.7	17
Cn1c(=O)cc(OCC(=O)NC2CCCCC2)c2ccccc21	6.9	22
O=C(OCc1cn(-c2ccc(Cl)cc2)nn1)c1ccccc1	-0.2	19
CCCc1cc(=O)[nH]c2nnc(SCC(=O)Nc3cc(C)on3)n12	/	15
CC(C)C(NC(=O)c1ccc(C(C)(C)C)cc1)C(=O)O (stereo not drawn)	0.5	11
Cc1cc2nc(/C=C/c3cccnc3)[nH]c2cc1C	-7.7	/
COc1ccc(CC(=O)N2CCCc3ccccc32)cc1OC	-0.7	21
O=C(Nc1ccc(S(=O)(=O)Nc2ncccn2)cc1)c1ccc(Br)o1	-2.5	3
O=C(CC1CCCCC1)c1c(O)c2ccccc2oc1=O	-1.3	10
O=C(Cn1c(NCCCO)nc2ccccc21)c1cccc(Br)c1	0.7	8
CN=c1scc(-c2cccs2)n1/N=C/c1ccc(O)c(O)c1O	3.2	22
O=C(CSc1ncnc2c1cnn2-c1ccccc1)NC1CCS(=O)(=O)C1 (stereo not drawn)	-0.5	6
COc1ccccc1C1=CC(=O)CCC1	-4.1	27
Cc1cccc(-n2c(CNC(=O)Cc3ccccc3)n[nH]c2=S)c1	0.5	3
COc1ccc(N2C(=O)CC(Nc3ccc(C(=O)O)cc3)C2=O)cc1OC (stereo not drawn)	-1.3	2
Cc1c(C(=O)OCC(=O)Nc2c(C)n(C)n(-c3ccccc3)c2=O)cccc1[N+](=O)[O-]	/	25
CC(=O)N1c2ccc(S(=O)(=O)N3CCCC(C(=O)N4CCCCC4)C3)cc2CC1C (stereo not drawn)	-2.8	7
CCOC(=O)c1cc2c(C)n(-c3ccc(OCC)cc3)c(C)c2ccc1=O	0.4	26
Cc1nnc(SCCn2c(N3CCN(C)CC3)nc3c2c(=O)[nH]c(=O)n3C)s1	-1.2	8

Profiles from above:
CC(C)COC(=O)N1C[C@H](O)C[C@H]1C(=O)Nc1ccc(Cl)cc1 is listed with STK33 inh: -1.4; OX1R FRET antag: 2
c1nc2sc3c(c2c2nnnn12)CCCC3 is listed with STK33 inh: 2.5; OX1R FRET antag: 15
CCOC(=O)C1Cn2c(nc3c(c2=O)C2(CCCC2)Cc2ccccc2-3)S1 (stereo not drawn) is listed with STK33 inh: -2.7; OX1R FRET antag: 12

Next part:
SMILES	STK33 inh	OX1R FRET antag
CCCSC1=N/C(=C\c2ccsc2)C(=O)S1	-1.2	22
COc1ccc(N2CCC(CNC(=S)Nc3cccc(OC)c3)C2)cc1 (stereo not drawn)	-1.2	14
COc1cc(C(N)=O)cc(Cl)c1OCc1ccccc1	0.1	-3
COc1ccccc1Cn1c(=S)[nH]c2cc(C(=O)N3CCC(C(N)=O)CC3)ccc2c1=O	-0.8	16
CCCn1cc(CN2CCC(C(=O)Nc3cccc(-c4cscn4)c3)CC2)c(C)n1	-0.8	17
Cc1ccc(NC(=O)CN2C(=O)NC(Cc3c[nH]c4ccccc34)C2=O)cc1 (stereo not drawn)	-0.5	11
Cc1ccccc1C(=O)NC1CCN(CC(=O)NCc2ccccc2)CC1	-0.7	-4
O=S(=O)(Nc1nccs1)c1ccc(NS(=O)(=O)c2c(F)cc(F)c(Cl)c2F)cc1	-2.2	8
COc1ccc(Br)cc1CN1CCN(C(=O)c2ccc(OC)c(OC)c2)CC1	-1.5	16
O=c1cc(-c2c(F)c(F)c(F)c(F)c2F)oc2c(F)c(F)c(F)c(F)c12	-0.2	45*
O=[N+]1C2=C(CCCC2)N([O-])C12CCCC2	-0.4	0
CC(=O)N1N=C(c2cccc([N+](=O)[O-])c2)OC1c1cccc(Br)c1 (stereo not drawn)	-0.8	24
CCCC1CCC(c2ccc(OCC)cc2)=CC1=O (stereo not drawn)	-0.5	/
CN1CCC(N(C)C(=S)Nc2ccc(SC(F)F)cc2)CC1	-3.1	-4
COc1ccc(C)c(S(=O)(=O)Nc2ccc(OCC(=O)O)cc2)c1	1.1	11
CC12CCC(=O)N1C(C(=O)N1CCN(S(=O)(=O)c3ccc(F)c(F)c3)CC1)CS2 (stereo not drawn)	-0.1	6

High-throughput results (PubChem)
